C diff HTS: C. difficile growth inhibitors, primary screen, HTS | AID 1259249, 2017 | 86,000 tested, 0.25% active | Clostridium difficile clinical isolate growth, OD600, 24 h; active compounds read low | growth activity, negative = inhibition, % at 16 µg/mL (by protocol);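 active means mean growth activity at or below -80% and every replicate also at or below -80%; inconclusive means mean at or below -80% but some replicate above -80%; inactive means mean growth activity above -80%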;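 further: 0% = DMSO wells and -100% = levofloxacin 16 µg/mL wells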
KDM4C inh: inhibitors of GASC-1 (KDM4C) histone demethylase, primary screen, biochemical, single concentration HTS | 96,000 tested, 0.15% active | Lysine-specific demethylase 4C (Homo sapiens), Q9H3R0 | GST-KDM4C 2-372, H3K9me3 peptide, LANCE TR-FRET | inhibition, % at 12.5 µM;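 active means mean replicate inhibition above about 25%, with at least 55% of replicates also reaching it, limit read from the data, passing the limit was not always enough; inconclusive means only one of those two conditions met; inactive means neither condition met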
Target sequence (Q9H3R0 2-372 limits assumed): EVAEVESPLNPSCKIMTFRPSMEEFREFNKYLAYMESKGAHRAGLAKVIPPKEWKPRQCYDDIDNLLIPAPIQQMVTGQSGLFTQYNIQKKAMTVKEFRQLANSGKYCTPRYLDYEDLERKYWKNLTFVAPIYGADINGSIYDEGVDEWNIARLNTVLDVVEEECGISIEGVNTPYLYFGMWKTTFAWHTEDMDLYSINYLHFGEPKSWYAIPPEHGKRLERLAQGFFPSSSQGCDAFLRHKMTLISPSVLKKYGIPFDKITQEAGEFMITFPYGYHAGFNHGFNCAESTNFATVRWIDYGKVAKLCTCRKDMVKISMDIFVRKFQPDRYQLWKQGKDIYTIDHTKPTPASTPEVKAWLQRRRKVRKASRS
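System: N-terminal GST-fused human GASC-1 (KDM4C) fragment, residues 2-372; amount: enzyme final amount 10 nM; incubation: reaction 30 min RT, detection step 1 h RT; medium: HEPES buffer, pH 7.5, plus ascorbate; technique: LANCE TR-FRET, Eu antibody, ULight-streptavidin, EDTA, ex 340 nm, em 618/671 nm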
Pf Dd2 inh: P. falciparum Dd2 growth inhibitors, primary screen, SYBR Green fluorescence, single dose replicates. AID 1159554, 2015. 72 h; active compounds read low. activity change, % at 10 µM. 94,000 tested, 2.3% active; in the data active means activity change below about -80%; inconclusive means no clear call, values can overlap the other calls
T cruzi growth: T. cruzi intracellular proliferation inhibitors, primary screen, cell-based, beta-gal Tulahuen parasites, NIH3T3 host, luminescence; T. cruzi beta-gal in NIH3T3, GalScreen luminescence, 90 h; inhibition, % at 8.34 µM; 77,000 tested, 5.9% active; AID 624255, 2012;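 active means mean inhibition above about 93%, with at least 55% of replicates each passing it, limit read from the data, passing the limit was not always enough; inconclusive means only one of those two conditions holds; inactive means neither condition holds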
An asterisk follows results filed as active; ? = inconclusive; . = not tested or not shown. Outcome played no part in choosing rows; overall some 6.8% were active at least once.

SMILES	C diff HTS	KDM4C inh	Pf Dd2 inh	T cruzi growth
C[C@H](CO)N1C[C@H](C)[C@@H](CN(C)Cc2ccccc2)OCCCC[C@H](C)Oc2ccc(NC(=O)CCC(F)(F)F)cc2C1=O	-2	0.0	23	50
CC(C)NC(=O)N(C)C[C@@H]1Oc2cc(C#Cc3cccc(F)c3)ccc2S(=O)(=O)N([C@@H](C)CO)C[C@@H]1C	-12	-0.7	-73	92
C[C@@H]1CCCCO[C@H](CN(C)C(=O)Nc2ccc(C(F)(F)F)cc2)[C@H](C)CN([C@@H](C)CO)C(=O)c2cc(N(C)C)ccc2O1	1	-1.5	-32	85
CC(C)(C)[S@](=O)N1Cc2cc(C(=O)N3CCc4ccccc4C3)nc(-c3cccc(-c4cccnc4)c3)c2[C@@H]1CCO	.	2.4	-27	67
C[C@@H]1CN([C@@H](C)CO)C(=O)c2cccc(NC(=O)CCCCCC(=O)Nc3ccccc3N)c2O[C@@H]1CN(C)Cc1ccc(Cl)c(Cl)c1	.	-2.0	-93*	92
COc1ccc2c3c([nH]c2c1)[C@H](CO)N(Cc1ccc(Cl)cc1)CC31CN(Cc2ccccc2)C1	29	0.4	-45	.
C/C=C/c1cnc2c(c1)C(=O)N([C@H](C)CO)C[C@@H](C)[C@@H](CN(C)C(=O)Nc1ccc(F)cc1)O2	1	0.2	25	.
COc1ccc(NC(=O)Nc2ccc3c(c2)C(=O)N([C@@H](C)CO)C[C@@H](C)[C@@H](CN(C)C(=O)Nc2ccc4c(c2)OCO4)OCCCC[C@@H](C)O3)cc1	9	0.2	-60	47
C[C@H](CO)N1C[C@H](C)[C@@H](CN(C)C(=O)c2ccccn2)Oc2ncc(C#Cc3ccccn3)cc2C1=O	-2	1.4	-1	.
CO[C@H]1CN(C)C(=O)c2ccc(NS(=O)(=O)c3c(C)noc3C)cc2OC[C@@H](C)NC[C@H]1C	.	1.1	16	44
Cc1noc(C)c1S(=O)(=O)Nc1ccc2c(c1)C(=O)N([C@H](C)CO)C[C@H](C)[C@H](CN(C)C)O2	3	2.1	11	-20
COc1ccc(NC(=O)N(C)C[C@@H]2Oc3c(NS(=O)(=O)c4cn(C)cn4)cccc3C(=O)N([C@H](C)CO)C[C@@H]2C)cc1	-2	1.3	7	.
C[C@H](CO)N1C[C@H](C)[C@@H](CN(C)C(=O)[C@H](C)c2ccccc2)OCc2ccccc2-c2ccccc2C1=O	-1	-1.2	-70	-17
C[C@@H](NC(=O)[C@H]1[C@H](CO)[C@H]2Cn3c(ccc(C4=CCCCC4)c3=O)[C@H]2N1C)c1ccccc1	1	4.0	-11	23
CCC(=O)N(C)C[C@H]1Oc2cc(-c3ccc(OC)cc3)ccc2S(=O)(=O)N([C@@H](C)CO)C[C@H]1C	-1	0.8	-9	.
CC(C)NC(=O)N(C)C[C@@H]1Oc2ccc(NS(=O)(=O)c3ccc(F)cc3)cc2C(=O)N([C@H](C)CO)C[C@@H]1C	4	-0.9	9	8
C[C@H](CO)N1C[C@H](C)[C@@H](CN(C)C(=O)Nc2cccc3ccccc23)Oc2ccc(NS(=O)(=O)c3ccccc3)cc2C1=O	-5	3.5	-9	-15
C[C@H]1CN([C@@H](C)CO)C(=O)c2cc(NC(=O)c3ccncc3)ccc2O[C@@H]1CN(C)CC1CCCCC1	2	-2.3	-14	13
COc1ccc(S(=O)(=O)Nc2cccc3c2O[C@@H](CN(C)Cc2ccc(C(=O)Nc4ccccc4N)cc2)[C@@H](C)CN([C@@H](C)CO)C3=O)cc1	15	0.4	-45	?
C[C@@H]1CN([C@H](C)CO)C(=O)c2cc(NC(=O)CCC(F)(F)F)ccc2O[C@@H](C)CCCCO[C@@H]1CN(C)C(=O)Cc1ccccc1	.	1.3	-36	85
CO[C@@H]1CN(C)C(=O)c2ccc(NC(=O)Nc3ccc4c(c3)OCO4)cc2OC[C@H](C)NC[C@H]1C	-5	4.9	-34	-30
C[C@@H]1CN([C@H](C)CO)C(=O)Cc2cc(NC(=O)C3CC3)ccc2O[C@H]1CN(C)C(=O)Nc1ccccc1	-4	-0.3	13	.
COCC#Cc1ccc2c(c1)O[C@@H](CN(C)C(=O)COC)[C@@H](C)CN([C@@H](C)CO)S2(=O)=O	-1	2.6	10	6
CN1[C@@H]2Cn3c(ccc(C4=CCCC4)c3=O)[C@H]1[C@@H](C(=O)N1CCOCC1)[C@@H]2CO	0	-1.2	-6	-9
C[C@@H]1CN([C@H](C)CO)C(=O)Cc2cc(NC(=O)C3CCCCC3)ccc2O[C@@H]1CN(C)S(=O)(=O)c1ccc(F)cc1	5	-0.8	-2	.
(more compounds)
SMILES	C diff HTS	KDM4C inh	Pf Dd2 inh	T cruzi growth
COc1ccccc1S(=O)(=O)N(C)C[C@H]1Oc2cc(Br)ccc2S(=O)(=O)N([C@H](C)CO)C[C@H]1C	13	-0.7	-19	.
COc1ccccc1C#Cc1cnc2c(c1)C(=O)N([C@H](C)CO)C[C@H](C)[C@@H](CN(C)C(=O)c1ccc3c(c1)OCO3)O2	8	-3.0	-59	.
CN1C(=O)c2cc(NC(=O)c3ccccc3Cl)ccc2OC[C@@H]2O[C@@H](CC(=O)NCC(F)(F)F)CC[C@H]21	0	.	.	23
COc1ccc(S(=O)(=O)Nc2ccc3c(c2)C(=O)N([C@@H](C)CO)C[C@@H](C)[C@H](CN(C)C(=O)Nc2cccc4ccccc24)OCCCC[C@H](C)O3)cc1	-7	-3.3	-71	61
CC(=O)NC[C@@H]1[C@@H](c2ccccc2)[C@H](CO)N1C(=O)Cc1ccncc1	-11	1.2	-5	39
C[C@@H]1CN([C@@H](C)CO)C(=O)c2cc(NC(=O)c3ccncc3)ccc2O[C@@H](C)CCCCO[C@@H]1CN(C)C(=O)c1ccccc1	-1	2.9	-13	48
COCC(=O)N1CCC2(CC1)CN(Cc1ccc3c(c1)OCO3)[C@H](CO)c1c2c2ccc(OC)cc2n1C	44	2.3	-60	.
CCC(=O)N(C)C[C@@H]1Oc2cc(-c3cccc(OC)c3)ccc2S(=O)(=O)N([C@@H](C)CO)C[C@H]1C	-3	-0.3	-38	36
C[C@H](CO)N1C[C@H](C)[C@@H](CN(C)S(=O)(=O)c2ccsc2)OCc2ccccc2-c2ccccc2C1=O	3	0.0	-4	-8
COc1ccc(S(=O)(=O)Nc2ccc3c(c2)CC(=O)N([C@@H](C)CO)C[C@@H](C)[C@H](CN(C)Cc2ccc(C(=O)Nc4ccccc4N)cc2)O3)cc1	-5	0.0	-71	46
C[C@@H]1CN([C@H](C)CO)C(=O)c2cc(NS(=O)(=O)c3ccc(F)cc3)ccc2O[C@@H](C)CCCCO[C@H]1CN(C)Cc1ccncc1	2	-1.7	-30	.
O=C(C1CCOCC1)N1CC[C@H]2[C@H](CO)Nc3ccc(-c4cccc(F)c4)cc3[C@H]21	-6	-1.1	-12	72
COc1cccc(-c2ccc3c(c2)[C@@H]2[C@@H](CCN2C(=O)c2ccc(F)cc2)[C@H](CO)N3C)c1	43	-2.8	13	92
CCCN1C[C@@H](C)[C@@H](OC)CN(C)C(=O)c2ccc(NC(=O)c3cccc(OC)c3)cc2OC[C@@H]1C	-4	1.1	8	-23
O=C(C[C@H]1C[C@H]2c3cc(NC(=O)c4cccnc4)ccc3O[C@H]2[C@H](CO)O1)NC1CCCC1	-3	-0.9	5	.
C[C@H](CO)N1C[C@H](C)[C@@H](CN(C)C)Oc2ncc(C#Cc3ccccc3F)cc2C1=O	6	1.6	-19	23
C[C@@H]1CN([C@@H](C)CO)C(=O)c2cccc(NC(=O)Nc3ccc4c(c3)OCO4)c2O[C@@H]1CN(C)Cc1ccc(C(F)(F)F)cc1	29	3.0	-43	-2
COCC(=O)Nc1ccc2c(c1)C(=O)N(C)[C@H]1CC[C@@H](CC(=O)NCC(F)(F)F)O[C@H]1CO2	2	1.1	1	3
C[C@H](CO)N1C[C@H](C)[C@@H](CN(C)Cc2ccc(-c3ccccc3)cc2)Oc2ccc(NC(=O)Nc3ccc4c(c3)OCO4)cc2CC1=O	79	0.2	-82*	56
C[C@@H]1CN([C@@H](C)CO)S(=O)(=O)c2ccc(-c3ccccc3F)cc2O[C@H]1CN(C)Cc1cccnc1	-1	3.6	-68	101*
Cc1noc(C)c1NC(=O)N(C)C[C@@H]1OCc2ccccc2-c2c(n(C)c3ccccc23)C(=O)N([C@@H](C)CO)C[C@@H]1C	-4	1.7	7	-12
C[C@@H]1CN([C@@H](C)CO)C(=O)Cc2cc(NC(=O)NC3CCCCC3)ccc2O[C@@H]1CN(C)S(=O)(=O)c1cccs1	1	0.1	-16	-3
OC[C@@H]1[C@@H](c2ccccc2)C2(CN(CC3CCOCC3)C2)N1Cc1cncnc1	1	0.3	-6	.
C[C@@H]1CN([C@H](C)CO)C(=O)c2c(c3ccccc3n2C)-c2ccccc2CO[C@@H]1CN(C)C(=O)[C@H]1CCCN1C	-6	-0.6	-46	-34
COc1ccc(S(=O)(=O)N(C)C[C@@H]2OCc3cn(nn3)CCCC(=O)N([C@@H](C)CO)C[C@@H]2C)cc1	1	-0.3	-1	-16

An excerpt from above in order of their number in KDM4C inh, falling:
smiles | KDM4C inh
C[C@@H]1CN([C@@H](C)CO)S(=O)(=O)c2ccc(-c3ccccc3F)cc2O[C@H]1CN(C)Cc1cccnc1 | 3.6
COCC(=O)N1CCC2(CC1)CN(Cc1ccc3c(c1)OCO3)[C@H](CO)c1c2c2ccc(OC)cc2n1C | 2.3
CCCN1C[C@@H](C)[C@@H](OC)CN(C)C(=O)c2ccc(NC(=O)c3cccc(OC)c3)cc2OC[C@@H]1C | 1.1
O=C(C1CCOCC1)N1CC[C@H]2[C@H](CO)Nc3ccc(-c4cccc(F)c4)cc3[C@H]21 | -1.1
C[C@@H]1CN([C@H](C)CO)C(=O)c2cc(NS(=O)(=O)c3ccc(F)cc3)ccc2O[C@@H](C)CCCCO[C@H]1CN(C)Cc1ccncc1 | -1.7

Ordered by SMILES length (highest first): some entries from above.
SMILES	C diff HTS	KDM4C inh	Pf Dd2 inh	T cruzi growth
C[C@@H]1CN([C@H](C)CO)C(=O)c2cc(NS(=O)(=O)c3ccc(F)cc3)ccc2O[C@@H](C)CCCCO[C@H]1CN(C)Cc1ccncc1	2	-1.7	-30	.
COCC(=O)N1CCC2(CC1)CN(Cc1ccc3c(c1)OCO3)[C@H](CO)c1c2c2ccc(OC)cc2n1C	44	2.3	-60	.
OC[C@@H]1[C@@H](c2ccccc2)C2(CN(CC3CCOCC3)C2)N1Cc1cncnc1	1	0.3	-6	.

Following part
SMILES	C diff HTS	KDM4C inh	Pf Dd2 inh	T cruzi growth
C[C@@H]1CCCCO[C@H](CN(C)Cc2ccc(Cl)c(Cl)c2)[C@H](C)CN([C@@H](C)CO)C(=O)c2cc(NC(=O)Cc3ccccc3)ccc2O1	2	-0.5	-77	64
Cc1cccc(-c2ccc([C@@H]3[C@H](CO)N4CCCCN(C(=O)c5ccc6c(c5)OCO6)C[C@@H]34)cc2)c1	2	-0.5	-43	98*
C[C@H](CO)N1C[C@H](C)[C@@H](CN(C)C)Oc2cc(C#C[C@@H](C)O)ccc2S1(=O)=O	-5	1.2	13	-14
C[C@H]1CN([C@@H](C)CO)C(=O)Cc2cc(NS(=O)(=O)c3ccccc3)ccc2O[C@@H]1CN(C)C	4	0.1	-4	.
O=C(N[C@H]1CC[C@@H](CCNS(=O)(=O)c2ccc(Cl)cc2)O[C@H]1CO)c1ccccn1	.	-0.2	6	78
C[C@H](CO)N1C[C@H](C)[C@@H](CN(C)CC2CC2)Oc2ccc(NC(=O)Cc3ccccc3)cc2C1=O	23	0.6	-8	.
C[C@@H]1CN([C@@H](C)CO)C(=O)Cc2cc(NC(=O)Cc3cn(C)c4ccccc34)ccc2O[C@@H]1CN(C)Cc1ccc(Cl)c(Cl)c1	3	-0.8	-39	82
C[C@@H]1CN([C@@H](C)CO)S(=O)(=O)c2ccc(-c3ccncc3)cc2O[C@@H]1CN(C)C(=O)C1CCCCC1	-1	0.0	-9	47
O=C(NCC[C@H]1CC[C@H](NC(=O)Nc2cc(F)ccc2F)[C@@H](CO)O1)Nc1ccc(F)cc1	4	0.8	.	.
CCCNC(=O)N1CC2(CCN(C(C)=O)CC2)c2c(n(C)c3cc(OC)ccc23)[C@H]1CO	-3	-1.5	2	.
O=C(NC[C@@H]1CC[C@@H]2[C@@H](CN2C(=O)NC2CCCC2)O1)c1ccc2c(c1)OCO2	-1	.	19	.

Reprinted at random: 2 records from the list.
SMILES	C diff HTS	KDM4C inh	Pf Dd2 inh	T cruzi growth
Cc1noc(C)c1S(=O)(=O)Nc1ccc2c(c1)C(=O)N([C@H](C)CO)C[C@H](C)[C@H](CN(C)C)O2	3	2.1	11	-20
COCC(=O)Nc1ccc2c(c1)C(=O)N(C)[C@H]1CC[C@@H](CC(=O)NCC(F)(F)F)O[C@H]1CO2	2	1.1	1	3

From PubChem
